HEK293 NOD2/NF-kB = inhibition of NOD2-driven NF-kB reporter – cell-based, luminescence, uHTS, HEK293 (AID 1566) | HEK293 NOD2/NF-kB luciferase reporter, luminescence; higher % means a stronger effect | inhibition, % at 4 µM, or EC50 in µM where a hit was titrated | 290,000 compounds, 0.63% hits; in the data active = inhibition above about 50%; note: many of its hits are not listed in these tables
NOD1 inhibition = inhibition of NOD1-driven NF-kB reporter – cell-based, luminescence, uHTS, primary screen (AID 1578); NOD1-driven NF-kB luciferase reporter cells, luminescence; higher % means a stronger effect; 290,000 compounds, 1% hits; one-dose inhibition, % at 4 µM; EC50 in µM for titrated hits; in the data active = inhibition mostly above about 36%, no sharp cut-off; inactive = mostly below about 34%;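 note: HEK-293T reporter cells stimulated with the NOD1 agonist gamma-tri-DAP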
b-catenin transl = beta-catenin nuclear translocation modulation | HeLa beta-catenin nuclear translocation, immunofluorescence imaging | nuclear translocation activity, % at 5 µM | 190,000 compounds, 0.3% hits;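 active = nuclear translocation activity above 50% at 5 µM, with a well cell count of 50 or more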;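 note: per-cell ratio of nuclear to cytoplasmic median beta-catenin stain intensity; plate controls were DMSO negative control for no effect and GSK-3 inhibitor IX positive control for full effect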
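Technique: fluorescence imaging of beta-catenin antibody stain plus DAPI / Material: human HeLa cell line / Incubation: compound treatment 24 h, 37°C, 5% CO2 / Read-out basis: % activation of per-cell nuclear versus cytoplasmic median beta-catenin signal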
Autophagy mod = alters autophagy in cells | MEF GFP-LC3 puncta imaging; test concentration mostly 10 µM | calls only at 10 µM (by protocol) | 190,000 compounds, 0.98% hits | AID 463193;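 active = percentage of spot-positive cells more than 3 SD above its plate mean, without a fluorescence outlier flag or 80% toxicity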;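 note: spot-positive cell cutoff set from DMSO-treated cells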
P. falciparum M17LAP = P. falciparum M17LAP inhibitors, primary screen, biochemical, fluorogenic H-Leu-NHMec substrate, 1536-well (AID 1619); recombinant M17LAP, H-Leu-NHMec fluorogenic kinetic assay; higher % means a stronger effect; inhibition, % at 30 µM; hits with a dose series show IC50 in µM; 220,000 compounds, 0.38% hits;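 active = compound inhibiting the enzyme by more than half at any dose during confirmatory dose-response retesting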;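 note: plate controls were full reaction with DMSO carrier for no effect and no enzyme background for full effect; strong numbers were not always called active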
MT stabilizer = stabilizes microtubules in HeLa cells; % tubulin-high responders, % at 10 µM; HeLa tubulin immunostaining HCS, 24 h; share of cells brighter than vehicle mean+2SD; 200,000 compounds, 0.83% hits;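 active = plate Z-score above 3 for both tubulin-high and condensed-nucleus cell shares, with cell loss under 80%, at 10 µM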;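 note: anti alpha tubulin signal scored within the nucleus-defined area of each cell; some results filed as inactive read as strong as hits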
Ins promoter up = MIN6 insulin promoter up-regulation; MIN6 insulin promoter-GFP reporter, high-content imaging; stronger effect = higher value; z-score at 5 µM; 190,000 compounds, 0.3% hits;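 active = z-score above 3 at 5 µM with at least 500 cells counted in the well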
Yfh1-off respiration = enhancers of respiration in Yfh1-depleted yeast, dose response, Friedreich's ataxia, plus single-dose screen (AID 1465) | S. cerevisiae Yfh1-off respiration, WST-1 reduction, 72 h; higher fold induction means a stronger effect | one-dose fold induction at 50 µM; EC50 in µM for titrated hits | 220,000 compounds, 0.074% hits;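 active = fold induction of absorbance versus untreated yeast above a set limit, then at least 30% activation at any dose in follow-up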;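 note: activators that raise dye reduction in frataxin-depleted yeast; strong numbers were not always called active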
Dynein transport = dynein cargo transport inhibition. 220,000 compounds, 0.47% hits. 3617.4 mouse cells, GR-EGFP nuclear translocation imaging; test concentration mostly 20 µM; stimulated with dexamethasone, 1 µM; stronger effect = lower value. z-score, hits read low;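 active = plate z-score of nuclear minus cytoplasmic receptor signal below a set negative limit, without overly bright fluorescence or cell loss, cut at about -3.5 in these data, passing the limit was not always enough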;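 note: z-score of nuclear minus cytoplasmic ring GR-EGFP intensity difference per well; some compounds called inactive have numbers as strong as hits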
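Buffer or medium: Induction medium lacking tetracycline, stripped serum | Also added: Dexamethasone agonist, 1.0 µM final, for 30 min | Timing: 48 h induction, 1 h compound, 30 min dex at 37 °C | Detection: Formaldehyde fixation, Hoechst nuclear stain, 10x automated fluorescence imaging | Measure: Nuclear versus cytoplasmic GR-EGFP signal, averaged per well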
Dynein transport cytoplasmic EGFP = further read-out of Dynein transport, marked with its call; z-score; measured here: cytoplasmic GR-EGFP intensity; stronger effect = higher value
Dynein transport nuclear GR-EGFP = also measured in Dynein transport; calls as there; z-score; measured here: nuclear GR-EGFP intensity;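 lower value marks the stronger effect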
Dynein transport cell count = also measured in Dynein transport; calls as there; z-score; measured here: cell count per field
Ins promoter up cell count = further read-out of Ins promoter up, marked with its call; cell count; measured here: cytotoxicity, nuclei count;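 total cells summed across four imaged fields per well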
b-catenin transl cell count 5 µM = recorded beside b-catenin transl, whose call it bears; cell count; measured here: cell count, cytotoxicity flag
MT stabilizer Hoechst-high % = second read-out of MT stabilizer, no call of its own (marks repeat the call); % Hoechst-high responders; measured here: nuclear condensation Hoechst responders;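 share of cells brighter than vehicle mean plus two SD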
MT stabilizer cytotoxicity % = also measured in MT stabilizer; calls as there; toxicity, %; measured here: cytotoxicity by cell density;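 0% = mean cell density of plate MIN control wells and 100% = no cells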
Autophagy mod cell loss 18 h = also measured in Autophagy mod; calls as there; toxicity, %; measured here: cell loss, nuclei count;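 cell loss after 18 h compound exposure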
* marks the source's active call; other numbers are inactive results; i = inactive; . = no result given. Only part of the results is shown; rates above refer to the full screens.

| structure | Yfh1-off respiration | Ins promoter up cell count | NOD1 inhibition | Autophagy mod cell loss 18 h | HEK293 NOD2/NF-kB | MT stabilizer Hoechst-high % | Autophagy mod | MT stabilizer cytotoxicity % | Dynein transport | b-catenin transl cell count 5 µM | Dynein transport cell count | b-catenin transl | Dynein transport cytoplasmic EGFP | Dynein transport nuclear GR-EGFP | MT stabilizer | P. falciparum M17LAP | Ins promoter up |
| --- | --- | --- | --- | --- | --- | --- | --- | --- | --- | --- | --- | --- | --- | --- | --- | --- | --- |
| COc1ccc2nc(N/C(N)=N/C(=S)Nc3ccccc3)nc(C)c2c1 | i | . | 29.9% | -0.2 | 21.2% | 4.3 | i | 7.9 | -0.603 | 1141 | 0.618 | -3.4 | -0.339 | -0.253 | 7.8 | -25.9% | . |
| O=C(COc1ncnc2ccc(Br)cc12)N1CCOCC1 | i | 1354 | 1.3% | 3.4 | 25.1% | 2.4 | i | 5.7 | -0.39 | 1129 | 0.00399 | -0.9 | -0.203 | 0.257 | 3.6 | 4.5% | -0.05 |
| NCCCC[C@H](NC(=O)C1CCNCC1)c1nnc([C@@H](N)Cc2ccc(O)cc2)o1 | i | 1325 | -38.8% | 0.1 | 10.1% | 1.8 | i | 2.3 | -0.569 | 1108 | 0.429 | -0.3 | -0.237 | -0.0738 | 4.1 | 0.5% | 0.9 |
| Cc1no[n+]([O-])c1COc1ccccc1/C=C1\NC(=S)NC1=O | i | 887 | 11.3% | -5.5 | 10.5% | 2.2 | i | 1.9 | -0.374 | . | 0.97 | . | -0.178 | -0.198 | 2.6 | 2.5% | 1.6 |
| COc1ccc(CCNC(=O)C2CC2)cc1OC | i | 959 | 18.3% | -3.0 | 7.5% | 1.7 | i | 3.5 | 0.144 | 879 | 0.265 | -2.5 | -0.224 | 0.264 | 4.2 | 9.3% | 0.81 |
| O=C(CSC1=Nc2ccccc2C2CC=NN12)Nc1ccc(F)cc1Cl (stereo not given) | i | 1213 | -19.4% | -4.8 | -9.9% | 2.7 | i | 11.4 | -1.68 | 1005 | 0.698 | 1.1 | -0.121 | -1.05 | 2.6 | 12.1% | -0.12 |
| O=C(CCn1[nH]c(=O)c2ccccc2c1=O)N1CCOCC1 | i | 520 | -6.0% | 37.2 | 8.8% | 1.1 | i | 8.8 | 0.297 | . | 0.308 | . | -0.112 | 0.349 | 1.1 | 8.3% | -1.74 |
| CC(C)(CNC(=O)/C=C/c1ccc(F)cc1)CNC(=O)/C=C/c1ccc(F)cc1 | i | 1479 | -20.3% | 29.5 | -16.9% | 5.2 | i | 10.6 | -0.101 | 1161 | 0.192 | -1.0 | -0.0548 | -0.0695 | 3.3 | 0.9% | 0.07 |
| CC(C)(C)C1(c2ccccc2)NC(=O)N(CC(=O)N2CCOCC2)C1=O (stereo not given) | i | 1920 | -22.0% | 2.3 | 11.8% | 1.4 | i | 4.4 | -0.437 | 1031 | -0.575 | -0.3 | -0.182 | -0.103 | 2.4 | -5.5% | 0.37 |
| O=C(C1=C[C@@H]2[C@H]3C(=O)N(c4ccccc4)C(=O)[C@H]3[C@@H](C(=O)c3ccc(Cl)cc3)N2C=C1)c1ccccc1 | i | 2174 | 1.2% | 0.0 | 8.3% | 2.9 | i | 13.1 | -0.253 | 956 | 0.523 | 1.9 | -0.29 | -0.134 | 2.2 | 7.2% | 0.86 |
| COc1nc2c(C)cccc2cc1-c1noc(-c2ccco2)n1 | i | 1266 | -57.7% | -1.2 | -9.8% | 1.6 | i | 3.5 | -0.811 | 1099 | -0.63 | -1.0 | -0.284 | -0.451 | 1.6 | -6.5% | -0.05 |
| CC(C)C(=O)Nc1cccc(-c2csc(-c3ccccc3)n2)c1 | i | 1402 | -2.7% | -0.9 | 17.0% | 2.1 | i | 10.6 | -0.777 | 1211 | 0.575 | 2.3 | 0.181 | -0.102 | 2.8 | 8.8% | -0.1 |
| COc1ccc(C2/C=C\CN(C(=O)Nc3ccccc3)CC(=O)N2Cc2ccc(F)cc2)cc1 (stereo not given) | i | . | -0.1% | . | 11.7% | . | . | . | -1.93 | 1276 | 0.541 | -0.8 | -0.653 | -0.937 | . | -7.6% | . |
| COc1ccc(C2OCC3(O)C(c4ccc(OC)c(OC)c4)OCC23)cc1OC (stereo not given) | i | 1078 | -1.6% | . | 16.6% | . | . | . | 0.106 | 1157 | -0.0409 | 2.0 | -0.789 | 0.545 | . | 1.0% | -0.03 |
| CC1CCCC(C)N1C(=O)Nc1cccc(Cl)c1 (stereo not given) | i | 740 | 8.1% | -16.5 | 17.4% | 1.8 | i | 12.0 | -0.0998 | 964 | -0.326 | 2.8 | -0.169 | 0.12 | 2.8 | -13.0% | 0.06 |
| O=C1CC(c2ccc(S(=O)(=O)N3CCN(c4ccccc4)CC3)cc2)CN1 (stereo not given) | i | 1385 | -28.5% | -0.1 | -7.9% | 1.2 | i | 0.9 | -0.94 | 1066 | 1.09 | 1.0 | -0.129 | -0.24 | 2.6 | -0.4% | 0.04 |
| C=C(C)Cn1c(CCNC(=O)C(C)C)nc2ccccc21 | i | 1315 | -2.8% | -8.0 | 18.1% | 1.9 | i | 2.2 | -0.335 | . | -0.528 | . | -0.237 | 0.187 | 3.3 | -10.7% | 0.1 |
| Cc1cc(C)cc(N(CC(=O)N2CCN(c3ccccc3)CC2)S(=O)(=O)c2c(C)noc2C)c1 | i | 911 | 14.0% | 1.6 | -8.5% | 3.3 | i | 7.9 | -0.0949 | 1178 | 0.115 | -0.3 | -0.188 | -0.0424 | 10.2 | 2.7% | -0.08 |
| Cc1ccc(-n2c(-c3cc(-c4ccco4)[nH]n3)n[nH]c2=S)c(Br)c1 | i | 958 | -5.9% | . | 6.0% | . | . | . | 1.82 | 1313 | -2.15 | -1.3 | -0.0497 | 1.46 | . | 12.1% | -0.5 |
| Cc1ccc(C(C(=O)NC2CCCCC2)N(CCC(C)C)C(=O)CNC(=O)c2ccco2)o1 (stereo not given) | i | 1230 | 9.7% | -22.1 | 1.1% | 0.8 | i | 8.2 | -0.476 | 900 | 0.774 | -5.9 | -0.23 | -0.313 | 1.1 | -7.0% | -0.22 |
| Nc1nc2ccccc2n1/N=C/c1ccc(Br)cc1 | i | . | -12.9% | 8.0 | -45.7% | 2.6 | i | 7.7 | -0.45 | . | 0.0646 | . | -0.091 | -0.264 | 2.9 | 10.7% | . |
| CC(C)(C)c1ccc(C(=O)N2CCC(C(=O)NCc3ccncc3)CC2)cc1 | i | 1686 | -2.8% | -2.9 | -1.0% | 2.4 | i | 8.5 | -0.25 | 1093 | -0.544 | -0.7 | -0.218 | 0.151 | 1.6 | -3.6% | 0.38 |
| O=C(Nc1ccccn1)C1(c2ccccc2)CCCC1 | i | 1111 | -7.6% | 3.4 | 7.9% | 2.3 | i | 20.5 | -0.381 | 1189 | 0.763 | -2.4 | -0.00523 | 0.214 | 1.8 | 5.6% | 0.3 |
| CCOc1nc(C)ccc1-c1noc(C)n1 | i | 1128 | -1.1% | 7.7 | 2.0% | 2.9 | i | 5.9 | -1.19 | 1150 | 0.736 | -0.5 | -0.339 | -0.44 | 4.1 | -2.0% | 0.39 |
| CC(=O)Nc1ccc(-c2csc(Nc3ccc(S(N)(=O)=O)cc3)n2)cc1 | i | 1581 | -44.9% | 1.2 | -6.2% | 1.7 | i | 2.6 | 0.309 | 1087 | 0.307 | -2.6 | -0.342 | -0.121 | 2.4 | 1.9% | 0.05 |
| CC(C)(C)c1ccc(OCc2nc(-c3ccccn3)no2)c(Br)c1 | i | 1888 | -15.7% | -0.6 | -227.1% | 1.3 | i | 2.0 | 0.661 | 1042 | 1.02 | -0.7 | -0.156 | 0.202 | 1.1 | 2.3% | 0.09 |
| Cc1noc(-c2ccccc2)c1NC(=O)Nc1ccc(Cl)cc1 | i | 1470 | -8.8% | . | -16.9% | . | . | . | -0.644 | 1194 | 0.21 | -4.5 | -0.223 | -0.374 | . | -8.7% | -0.17 |
| C=C1Cn2c(nnc2-c2ccc(Cl)cc2)S1 | i | 999 | -10.1% | -8.6 | -5.1% | 2.8 | i | 6.0 | -0.574 | 1075 | -0.128 | 0.9 | -0.158 | -0.321 | 4.4 | -4.0% | 0.7 |
| CCOC(=O)C(Sc1cc(C)nc(N)n1)C(C)=O (stereo not given) | i | 885 | -8.6% | -15.5 | -3.6% | 1.8 | i | 14.7 | -0.253 | 1164 | 0.541 | -1.9 | -0.402 | -0.155 | 1.4 | 12.7% | -0.4 |
| CN(Cc1nc(-c2cccs2)no1)CC1(N2CCOCC2)CCCCC1 | i | . | -20.6% | 4.1 | -1.1% | 1.3 | i | 3.2 | -0.236 | 1008 | 0.272 | -2.0 | -0.02 | 0.207 | 2.1 | 1.5% | . |
| COc1ccc(C(=O)NCCCCCC(=O)O)cc1OC | i | 1237 | -26.2% | -1.2 | -3.2% | 1.1 | i | 10.4 | -0.464 | 1241 | 0.458 | -4.7 | -0.203 | -0.29 | 1.9 | 1.2% | -0.68 |

Compound activity (PubChem BioAssay)
